MC4R barr agon = activates human MC4R beta-arrestin recruitment | P32245 | AID 540308 | 360,000 tested, 0.98% active | activation, % at 8.9 µM | U2OS MC4R beta-arrestin complementation, luminescence; percent of melanotan II response, DMSO zero;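 active means activation above a per-plate cutoff, the mean activation of sample wells on that plate plus 3 SD, cut at about 8% in these data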
Glyco luc inh = blocks N-linked glycosylation in D54 reporter cells; 360,000 tested, 0.23% active; D54 ERlucT glycosylation luciferase reporter, 24 h; percent of 100 nM tunicamycin response; reporter increase, % at 12.5 µM; AID 588692;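 active means mean luciferase reporter signal, scaled so untreated is 0 and the glycosylation-blocking control 100, at or above a set limit in every replicate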;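 further: luciferase carries N-glycosylation sites so blocking glycosylation raises the light; 0% = median of neutral control wells and 100% = median of 100 nM tunicamycin wells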
Cardio protect = modulators protecting cardiomyocytes from myocardial damage. protection from H2O2 cell death, % at 20 µM. 360,000 tested, 0.63% active. H9c2 cardiomyocytes, H2O2 injury protection, ATPLite, 2 h. AID 588492;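 active means compounds giving at least 50% protection of heart cells from peroxide-induced death in the single-dose screen, raw or plate-pattern-corrected value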;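 further: 0% = DMSO wells with peroxide and 100% = DMSO wells without peroxide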
PDI turbidity = PDI (human) enzyme inhibition; P07237; PDI insulin aggregation turbidity, A650, 90 min; inhibition, % at 10 µM; 350,000 tested, 0.052% active;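 active means mean inhibition across replicates of 30% or more, whatever share of single replicates reach that level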;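 further: absorbance from insulin aggregation driven by PDI reduction with DTT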
CaV13 ICDI inh = Primary screen for inhibitors of IQ motif and Ca2+-dependent inactivation inhibitor domain binding in CACNA1D, Förster resonance energy transfer in living cells, … | HEK cells, CFP/YFP FRET ICDI-IQ, plate reader, 10 min; percent FRET-ratio fall versus neutral wells | inhibition, % at 12.3 µM | 340,000 tested, 0.098% active | AID 743397;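 active means mean replicate inhibition of at least 30% and at least 1% of replicates passing that level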;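 further: 0% = median of the neutral control wells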
Granule exo inh = blocks lytic granule exocytosis | 360,000 tested, 0.66% active | inhibition, % at 10 µM | TALL-104 LAMP-1 surface exposure, flow cytometry; cells stimulated with thapsigargin and PMA;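 active means inhibition above about 55%, limit read from the data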
ABCB6 inh 2 = blocks the human ABCB6 transporter; Q9NP58; K562-ABCB6 porphyrin accumulation, flow cytometry, 1 h; hits give low values; fluorescence ratio to DMSO, % at 10 µM; 360,000 tested, 0.19% active;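 active means fluorescence ratio to DMSO below 75%, the collection mean minus 3 SD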;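 further: signal is porphyrin accumulated inside mitochondria; 100% equals median channel fluorescence of DMSO control wells; lower ratio means ABCB6 inhibition with less porphyrin fluorescence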
Target sequence (Q9NP58 whole entry, looked up): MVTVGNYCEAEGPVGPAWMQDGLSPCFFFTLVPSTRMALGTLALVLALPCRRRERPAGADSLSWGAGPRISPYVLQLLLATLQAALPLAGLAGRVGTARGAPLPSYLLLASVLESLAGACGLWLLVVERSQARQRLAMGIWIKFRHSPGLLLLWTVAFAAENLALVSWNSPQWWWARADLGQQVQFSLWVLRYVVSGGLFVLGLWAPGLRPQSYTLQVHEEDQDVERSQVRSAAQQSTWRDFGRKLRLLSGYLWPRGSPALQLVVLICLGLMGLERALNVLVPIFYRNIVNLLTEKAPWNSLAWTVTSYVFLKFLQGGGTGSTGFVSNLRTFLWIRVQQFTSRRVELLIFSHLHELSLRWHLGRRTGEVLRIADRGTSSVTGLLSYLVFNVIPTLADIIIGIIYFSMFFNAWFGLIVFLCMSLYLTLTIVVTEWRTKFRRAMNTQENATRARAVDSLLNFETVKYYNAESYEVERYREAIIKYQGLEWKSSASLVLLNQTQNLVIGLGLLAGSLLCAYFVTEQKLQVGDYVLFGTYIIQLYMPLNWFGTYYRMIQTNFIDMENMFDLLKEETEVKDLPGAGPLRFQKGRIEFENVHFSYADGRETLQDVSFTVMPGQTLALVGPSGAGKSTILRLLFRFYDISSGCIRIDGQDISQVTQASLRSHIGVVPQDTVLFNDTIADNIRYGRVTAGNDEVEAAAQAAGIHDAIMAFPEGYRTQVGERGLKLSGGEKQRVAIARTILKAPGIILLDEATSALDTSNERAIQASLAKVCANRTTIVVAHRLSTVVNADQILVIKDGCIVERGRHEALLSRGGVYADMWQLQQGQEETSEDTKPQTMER
MC4R antagonist = human MC4R antagonism in cAMP assay; P32245; MC4R-expressing cells, MTII-stimulated cAMP, LANCE TR-FRET; inhibition, % at 6.5 µM; 360,000 tested, 0.48% active; AID 540295;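 active means inhibition above its plate's cutoff, the mean of tested wells on that plate plus 3 SD, cut at about 29% in these data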;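 further: 0% = Melanotan II alone and 100% = Melanotan II plus saturating MCL0020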
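System: U2OS cells stably expressing human melanocortin 4 receptor (MC4R). Reagent: Melanotan II challenge after compound preincubation. Doses: 6.5 µM. Times: 30-min compound, 1-h challenge, 1-h detection, room temperature. Measured by: TR-FRET with Eu-cAMP and labeled anti-cAMP, 671 nm. Replicates: singlicate.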
HTR2A ag = mouse HTR2A agonism via beta-arrestin recruitment; 360,000 tested, 0.66% active; AID 624169; P35363; CHO-K1 mHTR2A beta-arrestin complementation, luminescence; percent of 30 µM serotonin response; activation, % at 7.6 µM;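 active means activation above a run cutoff, the mean activation of all tested compounds plus 3 SD, cut at about 14% in these data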;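 further: 0% = plate median of compound wells and 100% = 30 µM serotonin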
ABHD5-PLIN5 inh = ABHD5-PLIN5 protein interaction inhibition; Q00G26+Q8WTS1; inhibition, % at 4 µM; Split G. princeps luciferase complementation, luminescence, 4 h; 360,000 tested, 0.78% active;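 active means inhibition above the mean inhibition across every tested compound plus 3 SD, cut at about 22% in these data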;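 further: 0% = DMSO only wells and the 100% control is not disclosed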
Starred values were filed as active, the others as inactive; . = no result given; & = joins results of further samples.

The line under a structure holds: MC4R barr agon, Glyco luc inh, PDI turbidity, ABHD5-PLIN5 inh, Granule exo inh, Cardio protect, ABCB6 inh 2, CaV13 ICDI inh, MC4R antagonist, HTR2A ag
> CCOC(=O)c1ccc(NC(=O)c2nc[nH]c2C(=O)NC2CCN(C(=O)OC(C)(C)C)CC2)cc1
→ 0.1, -10.2, 8.7, 1.3, -0.3, 24.6, 95.0, -10.6, 3.0, 3.5
> CS(=O)(=O)N1CCN(c2ccccc2[N+](=O)[O-])CC1
→ -3.4, 3.8, -8.5, 3.7, -0.5, -4.6, 98.0, -5.6, 1.6, 2.8
> COc1ccccc1-n1cc(-c2ccc(C)cc2)[nH]c1=S
→ -2.2, 12.4, -4.1, 0.5, -11.4, -11.3, 96.0, -18.2, -3.6, -1.6
> Cc1cc(C)c2[nH]c(=O)c(C(c3nnnn3Cc3ccc4c(c3)OCO4)N3CCCCC3)cc2c1 (centres undefined)
→ -0.6, 0.3, -1.6, -0.2, -0.8, 9.8, 99.0, -1.1, 6.7, 3.1
> O=C1NC[C@H](CCCCN2C[C@H](Cc3ccc(O)cc3)N(CC3CCCCC3)C(=O)C2=O)N(CC2CCCCC2)C1=O
→ ., ., ., -7.1, -6.4, ., 95.0, -4.2, ., -8.3
> CSc1ccccc1OCc1cc(C(=O)N2CCCC2c2nonc2C)no1 (centres undefined)
→ -1.4, -4.7, 14.0, -5.2, -0.4, -5.9, 101.0, -2.8, 0.0, -3.1
> CSCCC(NS(=O)(=O)c1ccc2c(c1)OCCO2)C(=O)N(C)Cc1ccc(F)cc1 (centres undefined)
→ -2.2, -1.6, 1.6, -1.3, -10.9, 31.5, 95.0, -1.9, 9.8, -0.3
> Cc1cc(C)c(CN2CCN(C(=O)Cn3cnc4c(OCc5ccccc5)ncnc43)CC2)c(C)c1
→ 0.9, -2.7, -6.6, -0.7, 10.0, -26.5, 94.0, -5.1, 3.2, 4.0
> COc1cccc(NC(=O)CN(C)C(=O)COc2ccccc2Cc2ccccc2)c1
→ -1.2, -1.3, -6.4, -5.4, -3.5, -4.8, 92.0, -14.5, 10.7, 0.8
> COc1ccc(OC)c(/C=N/NC(=O)c2cc3c(OC)cc(OC)cc3[nH]2)c1
→ -0.2, -9.0, -5.0, -0.4, 9.1, 50.8*, 100.0, 4.0, 15.0, 1.2
> OCCNc1nc(N2CCCC2)nc(N2CCCC2)n1
→ -1.3, -0.5, 12.0, -0.6, -1.0, -1.4, 88.0, ., 7.8, 8.7
> Cc1cccc2cc(C#N)c(SCC(=O)N3CCC(C)CC3)nc12
→ 3.3, -3.3, 7.2, 3.1, 0.7, 4.9, 95.0, -0.5, 0.1, -0.7
> O=C(COC(=O)c1ccc(O)cc1)NC(c1ccccc1)c1ccccc1
→ -1.4, 0.0, 9.4, -0.5, -1.5, 5.8, 100.0, -4.9, -2.5, 0.0
> CCc1cccc(C)c1NS(=O)(=O)Cc1ccccc1
→ -1.3, 0.0, 1.1, -2.8, 4.9, 16.4, 100.0, -4.1, 5.0, -0.7
> CCCCN(CC)CCNC(=O)CNC(=O)Cn1ccc2ccccc2c1=O
→ -2.6, 2.0, -4.7, 2.5, -0.8, -4.0, 97.0, -1.9, 11.8, 7.0
> CC(=NNC(N)=S)c1ccc2cc3c(cc2c1)OCO3
→ -0.6, -2.3, -4.9, -20.3, 7.1, -8.2, 94.0, -6.5, -12.1, 1.9
> COc1ccccc1CN1CC(C(=O)N2CCC(OC)CC2)CCC1=O (centres undefined)
→ -1.0, -1.2, 9.0, -3.3, -0.4, 2.3, 101.0, -5.7, 13.7, -2.7
> Cc1ccc(NC(=O)C(C)OC(=O)/C=C/c2ccccc2)cc1S(=O)(=O)N1CCOCC1 (centres undefined)
→ -2.4, -2.5, 0.1, -4.6, 10.9, -5.8, 99.0, -14.8, 7.8, 0.5
> Cc1ccc(S(=O)(=O)N(C)C[C@@H]2Oc3ccc(NC(=O)Cn4cnnn4)cc3C(=O)N([C@@H](C)CO)C[C@H]2C)cc1
→ 0.2, 1.5, -17.2, -5.0, -4.6, 4.6, 91.0, -10.1, 4.0, -0.5
> Cc1onc(-c2ccccc2Cl)c1C(=O)N1CCN(S(=O)(=O)c2ccc(F)c(F)c2)CC1
→ -0.3, -2.4, -5.2, 1.9, -1.6, 5.6, 101.0, -6.7, -3.5, 5.8
> CCCCC(=O)NNC(=S)NC(=O)c1ccc([N+](=O)[O-])cc1
→ -3.0, 1.2, 5.1, -10.1, 0.9, -3.4, 98.0, -20.5, -2.5, 5.7
> O=C(CNC(=O)C1CCCCC1)OCn1nnc2ccccc2c1=O
→ -2.0, -0.3, -0.9, -4.5, -0.5, 0.7, 102.0, -4.6, 28.3, 3.3
> CSc1nc(C)c(C(=O)C[n+]2ccccc2C)cc1C#N
→ 0.8, 2.0, -2.0, 2.7, 0.3, 4.0, 112.0, -3.1, 1.0, 1.2
> C=CCn1c(SCc2nc(N)nc(N(C)C)n2)nnc1-c1cccnc1
→ -1.3, 2.6, -2.1, 1.8, -0.6, 16.4, 90.0, -1.6, -0.9, 1.9
> O=C1NN(c2ccccc2)C(=O)/C1=C\c1ccc(-c2cc([N+](=O)[O-])ccc2O)o1
→ -2.8, 0.7, -0.8, -3.7, 1.4, -2.3, 98.0, -4.1, 13.8, -2.9
> CCOC(=O)C1CCN(C(=O)/C(C)=C\c2ccccc2)CC1
→ 1.0, 0.1, -4.0, -0.1, -1.0, -2.5, 93.0, 5.6, 13.2, 2.5
> CN(C)S(=O)(=O)c1cccc(C(=O)N=C2N=C3C=CC(Cl)=CN3Cc3ccccc32)c1
→ -0.3, -1.2, 2.5, 0.5, -1.5, -4.1, 97.0, -2.5, 2.5, 0.9
> O=C(c1cc(-c2ccc(Cl)cc2)n(-c2ccc(Cl)cc2)n1)N1CCOCC1
→ -1.8, -0.5, -2.3, 2.3, 0.6, -8.5, 99.0, -5.1, 1.3, -4.4
> Cc1cccc(N2CCN(C(=S)c3ccc([N+](=O)[O-])cc3)CC2)c1
→ -1.7, 0.4, -4.1, -4.4, 1.1, -4.4, 99.0, -19.1, 4.2, -0.1
> Cc1ccc(C(=O)CCC(=O)NNC(=O)c2ccccc2O)cc1
→ -0.9, -1.2, 4.7, -6.1, 2.3, 22.1, 95.0, -2.0, 4.3, -2.9
> COc1nc(=O)n(C2OC(CO)C(O)C2O)cc1C (centres undefined)
→ 0.1, 0.9, 1.0, -2.7, -2.0, -3.3, 86.0, -9.8, 2.5, -1.5
> COc1ccc(CC(=O)Nc2ccc(S(=O)(=O)Nc3nccs3)cc2)cc1
→ 0.1, -1.4, 13.1, -4.7, 4.9, -0.5, 105.0, -2.5, 11.0, 1.1
> CCOC(=O)C1CCCN(C2CC(=O)N(c3ccccc3)C2=O)C1 (centres undefined)
→ 0.4, 3.1, -2.6, 4.9, -2.9, 9.7, 99.0, -3.9, -1.2, 3.1
> O=C(COc1ccc(Cl)cc1)N(Cc1ccc(F)cc1)C1CCS(=O)(=O)C1 (centres undefined)
→ 0.2, -3.1, 3.1, 2.7, -1.9, -5.2, 97.0, -12.8, -2.0, 2.3
> O=C(CN1C(=O)S/C(=C\c2ccccc2)C1=O)NCCCn1ccnc1
→ -2.1, -1.6, 22.6, -4.5, 0.1, -0.8, 99.0, -3.7, 3.7, 4.4
> CC(Sc1nncs1)C(=O)NCc1ccc2c(c1)OCO2 (centres undefined)
→ -1.9, -1.1, -9.2, -10.2, -1.1, 2.1, 97.0, ., 0.9, 0.6
> COc1ccc(C(=O)Nc2cccc(-c3ccc4nncn4n3)c2)cc1
→ -0.1, 1.4, -6.6, 0.1, 2.6, 21.0, 95.0, -1.5, 13.4, -2.9
> COc1ccc(C2Nc3ccccc3C(=O)N2Cc2ccccc2)cc1COc1ccccn1 (centres undefined)
→ 0.2, -3.8, 6.7, -5.0, -6.8, 2.7, 94.0, ., 5.6, -0.6
> COc1ccc(S(=O)(=O)N2CCOC23CCN(S(=O)(=O)c2ccccc2)CC3)cc1
→ -0.9, 0.2, -6.2, 5.9, -3.2, -6.1, 97.0, -5.4, 9.5, -2.5
> COc1cc(/C=N/N2CCN(Cc3ccc(Cl)cc3)CC2)cc(Br)c1O
→ 1.1, 0.6, -2.8, 0.4, 4.6, 0.8, 96.0, -4.1, -1.6, 8.3
> COc1ccc(C(=O)OCCOc2ccccc2C(C)=O)c(O)c1
→ -0.5, -0.1, 5.3, -6.5, 2.0, -9.0, 95.0, -4.0, -2.2, -2.9
> COc1ccccc1/C=C/C(=O)NCc1ccccn1
→ -2.9, -1.0, 9.9, 0.2, -2.9, 3.0, 97.0, -2.8, 1.3, -5.0
> O=C(Nc1ccccc1NC(=O)c1ccccc1Cl)c1ccccc1Cl
→ -1.3, 3.4, -7.7, 7.3, -3.8, 4.1, 100.0, -2.8, 7.0, 3.8
> Cn1c(=O)c2c(nc(CN3CCC(C(N)=O)CC3)n2Cc2ccccc2Cl)n(C)c1=O
→ -2.3, 3.6, 21.3, -0.4, -4.0, 0.4, 102.0, -4.2, 10.7, 0.5
> CS(=O)(=O)c1ccc2nc(NC(=O)C3CC(=O)N(c4ccc(F)cc4)C3)sc2c1 (centres undefined)
→ 0.2, -2.2, -8.0, 6.5, 2.7, 0.3, 102.0, -3.1, 12.1, 3.3
> O=C(CSc1nnc(-c2ccco2)o1)NC1CC2CCC1C2 (centres undefined)
→ -0.1, -1.1, 5.2, 15.0, -2.5, -6.4, 115.0, 0.4, 0.3, 5.2
> Cc1cc(C(=O)CSc2nnc(-c3ccco3)o2)c(C)n1-c1ccc2c(c1)OCCO2
→ -0.8, -1.6, -2.7, 2.1, 4.9, -30.5, 95.0, ., 1.5, 1.2
> CC(=O)c1cc2c(cc1NC(=O)CSc1ccc(S(=O)(=O)N(C)C)cn1)OCO2
→ -3.0, -1.5, -7.1, 0.7, -2.8, -6.1, 96.0, -3.2, 6.9, -0.2
> CSc1ccc(C(=O)C2CCCN(C(=O)CN3CCOC3=O)C2)cc1 (centres undefined)
→ -2.1, 1.4, -12.9, -5.1, 2.8, -4.6, 97.0, -5.7, 2.9, -4.2
> COCCNC(=O)C(c1ccc(F)cc1)N(C(=O)CCC(=O)Nc1ccccn1)c1cccc(C)c1 (centres undefined)
→ -1.9, 2.2, 5.3, 1.6, -17.9, 1.2, 97.0, -2.4, -0.1, -1.9
> Cc1cccc(N(C(=O)c2csnn2)C(C(=O)NC(C)(C)C)c2cccs2)c1 (centres undefined)
→ -0.2, 1.2, 9.3, 5.4, 13.6, -4.0, 99.0, -7.6, 2.4, -0.1
> CCCN(CC(=O)Nc1cc(Cl)ccc1Cl)C(=O)/C=C/c1cc(OC)ccc1OC
→ -2.4, -2.6, 10.6, -10.6, 2.0, -7.0, 94.0, -5.9, -6.9, -9.4
> COc1cc2c(-c3ccc4cc[nH]c4c3)c(-c3ccsc3)oc(=O)c2cc1OC
→ 1.4, -5.6, -4.9, -7.3, 9.6, 1.9, 94.0, -9.2, 7.3, 3.2
> O=C(Cn1c[n+](CC(=O)c2ccc([N+](=O)[O-])cc2)cn1)c1ccc([N+](=O)[O-])cc1
→ -1.9&0.9, 5.1&2.9, 1.3&3.1, 11.1&5.4, 0.0&0.3, -2.2&-8.4, 94.0&99.0, 4.5&-2.9, -0.7&17.5, -5.8&-2.2
